Assay outcomes (PubChem BioAssay)
MT1-MMP act inh = MT1-MMP (human) activation inhibition; HT1080 RFP-PRO-GFP cells, GFP/RFP ratio fluorescence, overnight; percent of plate control window, DMSO zero; GFP/RFP ratio change, % at 20 µM; 360,000 tested, 0.061% active; AID 651647;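 active = GFP/RFP ratio change of at least 30% with cell ATP level not reduced by more than half and red fluorescence within 50% of control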; note: strong numbers were not always called active
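Assay system: HT1080 RFP-PRO-GFP cells | Dosing: 20 µM single dose, 1% DMSO | Incubation: Cells overnight before dosing, compound overnight, 37 °C, 5% CO2 | Evaluation: GFP/RFP fluorescence ratio | Control set: DMSO-only wells and HT1080 RFP-L50D-GFP cell wells as references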
STEP block = STEP (human) phosphatase inhibition. 360,000 tested, 0.25% active. AID 588621. recombinant STEP, OMFP fluorogenic substrate, fluorescence. P54829. inhibition, % at 20 µM;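 active = inhibition at 20 µM, scaled per plate between control wells, above about 37%, limit read from the data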;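 note: 0% = DMSO with enzyme and substrate and 100% = substrate only without enzyme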
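Test system: STEP tyrosine phosphatase / Reagent: OMFP at 25 µM / Doses: 20 µM, 1% DMSO / Read-out: percent inhibition scaled to no-enzyme and uninhibited-enzyme controls, plate-pattern corrected / Detection: FITC-channel fluorescence of OMFP product / Medium: Bis-Tris buffer pH 6.0, 2.5 mM DTT, 0.005% Tween 20 / Schedule: 20 min at room temperature, dark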
DNMT1 inh = blocks human DNA methyltransferase DNMT1. 360,000 tested, 0.83% active. AID 588458. DNMT1 molecular beacon, Hinp1I cleavage, fluorescence. P26358. inhibition (reported as % activation of signal), % at 10 µM; in the data active = inhibition above about 50%
SUMO1 PPI mod = modulators of human SUMO1-mediated protein-protein interactions. P63165. SUMO1 binding to a labelled peptide, TR-FRET, 1 h. inhibition, % at 20 µM. 360,000 tested, 0.33% active; in the data active = inhibition above about 37%
Target sequence (P63165 whole entry, looked up): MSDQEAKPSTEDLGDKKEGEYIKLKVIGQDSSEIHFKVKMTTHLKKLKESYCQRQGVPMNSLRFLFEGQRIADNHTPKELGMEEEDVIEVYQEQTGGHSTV
Rpn11 block = blocks the human proteasome subunit Rpn11; O00487; human 26S proteasome, Ub4-pepOG fluorescence polarization; 20S core pre-blocked with epoxomicin; calls only at 20 µM; 360,000 tested, 0.59% active; AID 588493;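 active = inhibition at 20 µM, scaled to each plate's controls, above about 33%, limit read from the data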
CendR NRP1 mod = modulators of CendR peptide binding to human neuropilin-1; O14786; FAM-RPARPAR peptide binding to NRP-1, fluorescence polarization; inhibition, % at 25 µM; 360,000 tested, 0.85% active; AID 602438;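 active = inhibition or corrected inhibition above about 18%, plus a signal ratio from 0.5 to 1.5, limit read from the data, passing the limit was not always enough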; note: strong numbers were not always called active
Target sequence (O14786 whole entry, looked up): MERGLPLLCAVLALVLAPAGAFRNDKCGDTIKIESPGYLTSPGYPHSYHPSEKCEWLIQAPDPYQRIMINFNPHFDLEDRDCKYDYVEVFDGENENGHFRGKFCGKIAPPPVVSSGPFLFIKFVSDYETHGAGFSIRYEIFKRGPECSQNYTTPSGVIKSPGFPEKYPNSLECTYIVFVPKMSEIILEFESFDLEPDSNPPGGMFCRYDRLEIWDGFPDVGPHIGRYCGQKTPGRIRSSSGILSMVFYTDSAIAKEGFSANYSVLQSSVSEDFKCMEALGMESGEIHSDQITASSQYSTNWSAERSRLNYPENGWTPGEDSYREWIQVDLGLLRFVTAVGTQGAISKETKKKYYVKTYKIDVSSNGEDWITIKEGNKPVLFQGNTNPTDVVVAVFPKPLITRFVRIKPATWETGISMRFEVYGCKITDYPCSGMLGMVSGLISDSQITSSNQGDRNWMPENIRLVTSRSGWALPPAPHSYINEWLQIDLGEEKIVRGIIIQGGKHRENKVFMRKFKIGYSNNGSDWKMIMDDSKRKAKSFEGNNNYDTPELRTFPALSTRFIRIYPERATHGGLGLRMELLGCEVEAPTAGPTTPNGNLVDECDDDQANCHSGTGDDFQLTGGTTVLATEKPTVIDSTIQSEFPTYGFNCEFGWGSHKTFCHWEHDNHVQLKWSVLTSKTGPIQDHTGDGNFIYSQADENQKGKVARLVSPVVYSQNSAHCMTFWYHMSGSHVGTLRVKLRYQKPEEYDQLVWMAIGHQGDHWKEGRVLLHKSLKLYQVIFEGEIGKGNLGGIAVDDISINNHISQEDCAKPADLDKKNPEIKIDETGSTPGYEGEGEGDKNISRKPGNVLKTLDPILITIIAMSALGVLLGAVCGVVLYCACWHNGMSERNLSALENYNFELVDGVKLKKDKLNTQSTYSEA
NadD block = NadD (S. aureus) enzyme inhibition; 360,000 tested, 0.78% active; AID 602399; purified NadD enzyme, colorimetric absorbance read-out; inhibition, % at 20 µM; in the data active = inhibition above about 26%; note: some compounds past the cut are filed as inactive
LMPTP block = LMPTP (human) inhibition | P24666 | recombinant LMPTP-A, OMFP fluorogenic substrate, fluorescence intensity | inhibition, % at 20 µM | 360,000 tested, 0.22% active | AID 651560;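 active = compounds that cut the enzyme signal by at least half of the control window in the single-dose screen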;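 note: plate controls were DMSO wells with enzyme plus substrate for no effect and substrate without enzyme for full effect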
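Assay system: LMPTP-A, protein tyrosine phosphatase of low molecular weight / Medium: pH 6.0 Bis-Tris buffer with DTT and Triton X-100 / Schedule: 50 min enzyme reaction at room temperature, protected from light / Measured by: endpoint fluorescence intensity from OMFP dephosphorylation / Read-out basis: % inhibition relative to no-enzyme and uninhibited control wells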
SKN-1 block = inhibitors of C. elegans SKN-1. C. elegans VP596 Pgst-4::GFP/RFP ratio, acrylamide-induced, 24 h. inhibition, % at 21.8 µM. 360,000 tested, 0.49% active. AID 624304;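 active = interference check ratio from 0.5 to 1.5 plus GFP to RFP signal ratio inhibition reaching or exceeding a fixed threshold, cut at about 30% in these data, passing the limit was not always enough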; note: some compounds called inactive have numbers as strong as hits
Scp-1 inhibitor = inhibitors of human Scp-1 phosphatase | Q9GZU7 | Recombinant Scp1, phosphopeptide, malachite green phosphate absorbance | inhibition, % at 20 µM | 340,000 tested, 0.88% active | AID 493091;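 active = inhibition above about 50% at 20 µM, limit read from the data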;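 note: plate controls were DMSO wells with enzyme for no effect and wells lacking enzyme for full effect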
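System: truncated SCP-1 phosphatase (76-261aa); medium: Tris acetate buffer pH 5.5 with MgCl2 and Tween-20; incubation: 45 min room-temperature reaction, 5 min colour, 30 min stabiliser; compound: single 20 µM dose, 1% DMSO; reagent: Phosphorylated 17-residue peptide substrate; read-out: % inhibition at 20 µM; technique: colorimetric free-phosphate detection, absorbance 630 nm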
An asterisk follows results filed as active; i = inactive; · = not tested or not shown.

entry	smiles	MT1-MMP act inh	STEP block	DNMT1 inh	SUMO1 PPI mod	Rpn11 block	CendR NRP1 mod	NadD block	LMPTP block	SKN-1 block	Scp-1 inhibitor
1	Cc1cc(OCCN2CCCC2)cc(C(C)C)c1	7	0	3	1	i	0	2	-2.2	14	-10
2	Cc1ccc(C(=O)NC(=S)NCc2ccco2)cc1	4	0	-8	1	i	-9	3	2.2	-18	14
3	CC(C)(C)c1ccc2c(c1)OC(C(=O)N/N=C\c1ccc(-c3cccc(C(=O)O)c3)o1)CO2 (stereo not drawn)	-1	4	16	9	i	-45	28	2.1	-1	49
4	Cc1c(C(=O)NCc2ccc3c(c2)OCO3)oc2ccccc12	0	-3	-4	-1	i	-4	6	2.0	-4	-12
5	CCOC(=O)CC(NC(=O)c1cccc2c1C(=O)N(Cc1cccnc1)C2)c1ccc(OCC)c(OC)c1 (stereo not drawn)	-1	-2	0	-2	i	6	1	-0.7	-10	-3
6	O=C(NCCc1ccccc1)c1ccc2c(c1)OCCCO2	1	-4	1	-5	i	-2	-1	-0.9	-6	36
7	CCCCNC(=O)c1onc(CSc2ccc(C)c(C)c2)c1C(=O)O	2	-2	-1	10	i	12	-2	-1.9	-19	-11
8	C=CCn1c(-c2sc(-c3ccccc3)nc2C)n[nH]c1=S	-2	-2	-1	-4	i	-4	-7	-2.3	2	-1
9	Cc1ccc(-c2nc(CS(=O)(=O)CC(=O)N3CCOCC3)c(C)o2)cc1	2	2	-2	4	i	-1	-2	-1.1	7	-2
10	Cc1cc(C)c(N(C(=O)CN2C(=O)c3ccccc3S2(=O)=O)C(C(=O)NCC2CCCO2)c2ccc(F)cc2)c(C)c1 (stereo not drawn)	-22	-3	-4	1	i	-7	-6	-0.3	3	-8
11	Cc1n[nH]c(C)c1CCNC(=O)C1CCC(=O)N(Cc2ccccc2F)C1 (stereo not drawn)	-3	1	2	-1	i	2	4	-0.3	-8	-2
12	CCc1ccc(-c2c(C)sc(NC(C)=O)c2C(N)=O)cc1	-3	3	-7	-1	i	-9	5	0.1	22	-6
13	CCCN(CCC)C(=O)Cn1ccc(=N)c2ccccc21	1	-2	3	-3	i	-10	-2	-1.2	5	-14
14	COC(=O)N1CCCCC1c1cc(C(=O)Nc2ccccc2Cl)no1 (stereo not drawn)	-3	4	1	-1	i	-5	-4	0.4	17	·
15	COc1cc(C(=O)Nc2cc(Cl)ccc2C)c(-n2cnnn2)cc1OC	5	-6	0	4	i	10	2	-0.8	25	-5
16	NS(=O)(=O)c1ccc(CCNC(=O)c2cc(S(=O)(=O)N3CCCCC3)ccc2Cl)cc1	-1	-2	4	-5	i	-9	2	-0.4	7	·
17	COc1ccc(S(=O)(=O)N(CC(=O)N2CCN(c3ccccc3)CC2)c2ccccc2)cc1	4	0	-5	0	i	9	-1	0.0	-12	-7
18	COc1ccc(/C=C/CN2CCN(Cc3ccc(F)cc3)C(CCO)C2)cc1 (stereo not drawn)	3	8	-1	-4	i	13	-8	1.2	0	-13
19	Cc1cnc(C(=O)N2CCN(S(=O)(=O)c3ccc(F)c(F)c3F)CC2)cn1	6	-4	1	-19	i	10	0	0.4	2	-4
20	O=C1CC(N2CCc3ccccc32)C(=O)N1c1ccc(F)cc1 (stereo not drawn)	2	-4	-1	-6	i	-2	4	1.1	-1	-12
21	Cc1cc(C(C)(C)C)ccc1Oc1cccc2c1S(=O)(=O)N(C1CCCC1)CC(COCc1ccccc1)O2 (stereo not drawn)	-2	2	7	5	i	4	2	0.9	-7	-4
22	COc1ccc(C2C=C(c3ccc(C)c(C)c3)Nc3ncnn32)c(OC)c1OC (stereo not drawn)	-3	1	-1	-6	i	4	8	-0.2	20	-8
23	N#C/C(=C\c1ccc(N2CCCCC2)c([N+](=O)[O-])c1)c1nn(-c2ccccc2)c(N)c1C#N	-1	-1	1	-8	i	7	2	-0.5	2	1
24	O=C1OCC/C1=C1/NCCNC1=O	8	-2	-4	9	i	-14	0	-1.1	6	·
25	COc1ccc(-c2cnnn2-c2ccc(NC(=O)c3ccco3)cc2)cc1OC	3	-3	1	0	i	-9	9	-1.1	13	-1
26	C[C@@H]1CCCCO[C@@H](CN(C)S(=O)(=O)c2ccccc2)[C@@H](C)CN([C@H](C)CO)C(=O)c2cc(N(C)C)ccc2O1	1	0	-4	5	i	-3	3	-2.3	0	·
27	COC(=O)[C@]12CCCCC=C1N(Cc1cccc3ccccc13)C(=O)[C@H](CC(=O)N1CCCC1)C2	-15	·	·	-1	·	17	5	-0.6	0	·
28	CC(=O)c1cccc(OCC(=O)OCC(=O)Nc2cc(S(=O)(=O)N3CCCCC3)ccc2C)c1	-1	-3	-2	-2	i	-12	-6	-1.7	5	5
29	CC(SCc1ccccc1)C(=O)N/N=C/c1ccc(OCC(=O)NCc2ccco2)cc1 (stereo not drawn)	-6	-1	-15	0	i	-5	-2	-0.1	6	-9
30	COCCNC(=O)/C(C#N)=C/c1ccc(-c2ccc(S(=O)(=O)N3CCOCC3)cc2)o1	-10	1	-6	-19	i	-17	2	0.1	7	-9

Compound profiles (already shown). Screens in order: MT1-MMP act inh | STEP block | DNMT1 inh | SUMO1 PPI mod | Rpn11 block | CendR NRP1 mod | NadD block | LMPTP block | SKN-1 block | Scp-1 inhibitor
`Cc1ccc(C(=O)NC(=S)NCc2ccco2)cc1` reads 4 | 0 | -8 | 1 | i | -9 | 3 | 2.2 | -18 | 14
`O=C(NCCc1ccccc1)c1ccc2c(c1)OCCCO2` reads 1 | -4 | 1 | -5 | i | -2 | -1 | -0.9 | -6 | 36
`Cc1cnc(C(=O)N2CCN(S(=O)(=O)c3ccc(F)c(F)c3F)CC2)cn1` reads 6 | -4 | 1 | -19 | i | 10 | 0 | 0.4 | 2 | -4
`N#C/C(=C\c1ccc(N2CCCCC2)c([N+](=O)[O-])c1)c1nn(-c2ccccc2)c(N)c1C#N` reads -1 | -1 | 1 | -8 | i | 7 | 2 | -0.5 | 2 | 1
`CC(SCc1ccccc1)C(=O)N/N=C/c1ccc(OCC(=O)NCc2ccco2)cc1` (stereo not drawn) reads -6 | -1 | -15 | 0 | i | -5 | -2 | -0.1 | 6 | -9

The list continues.
entry	smiles	MT1-MMP act inh	STEP block	DNMT1 inh	SUMO1 PPI mod	Rpn11 block	CendR NRP1 mod	NadD block	LMPTP block	SKN-1 block	Scp-1 inhibitor
31	O=C(c1ccc(CSc2ccc(Cl)cc2)o1)N1CCOCC1	3	-1	0	6	i	4	2	-1.8	8	·
32	CCCC1=C(C(=O)OCC)C(c2ccc(OC)c(CSc3ccccn3)c2)C(C#N)=C(N)O1 (stereo not drawn)	2	1	-5	0	i	1	1	1.2	-11	-7
33	O=C(NCC1CCN(Cc2ccccc2Cl)CC1)Nc1cccc(Cl)c1	6	4	-10	1	i	-3	-6	1.3	4	-10
34	CNc1ccccc1C(C)(C)c1cn(-c2ccc([N+](=O)[O-])cc2)nn1	0	-2	-2	-31	i	1	6	0.4	0	-4
35	CCCCOC(=O)CSc1nc2ccccc2o1	-1	1	2	2	i	-5	-4	0.6	14	-4
36	COc1cc(-c2nnn(CC(=O)N3CCOCC3)n2)cc(OC)c1OC	2	0	4	4	i	1	-2	0.2	9	-15
37	Cc1cc(C)cc(-n2ncc3c2CCCC3NC(=O)CCN2CCCC2=O)c1 (stereo not drawn)	-1	0	2	-6	i	7	4	-1.5	8	-5
38	O=C(CN(Cc1ccccc1Cl)C(=O)c1ccc(CN2CCOCC2)o1)NCC1CCCO1 (stereo not drawn)	3	0	-10	0	i	4	-1	-2.3	-1	-3
39	CC(Oc1cccc(Cl)c1)C(=O)Nc1ccccc1N1CCCCC1 (stereo not drawn)	3	0	0	3	i	28*	14	1.7	15	-8
40	CN(C)Cc1c[nH]c2nccnc12	9	-1	-3	-1	i	8	3	-2.1	14	·
41	OC(COc1cccc2ccccc12)CN1CCN(c2ccc(Cl)cc2)CC1 (stereo not drawn)	2	0	-6	1	i	-3	-8	7.1	9	-7
42	Cc1onc(-c2ccccc2)c1C(=O)N/N=C/C(Br)=C/c1ccccc1	-1	-1	-5	-6	i	-11	-2	2.6	9	-6
43	COc1ccc(-c2nc(NC(=O)c3[nH]c(C)c(C(C)=O)c3C)sc2C)cc1	-27	2	-8	-4	i	6	10	1.9	2	-4
44	Cc1c[nH]c(=O)c([N+](=O)[O-])c1	6	-2	-1	-18	i	-3	0	-0.7	-7	11
45	CCOC(=O)C/C(C)=N/NC(=O)COc1ccccc1C	0	-4	-7	4	i	-6	-12	-0.7	4	-12
46	O=C(NCc1ccccc1)C1(C(F)(F)F)CC(CCCO)CCCO1 (stereo not drawn)	-2	-2	0	-2	i	12	-10	-3.0	2	-10
47	CCOc1cc(C(=O)NCCCn2ccnc2)cc(OCC)c1OCC	0	1	3	-3	i	-2	-8	-0.4	7	-7
48	O=C(CSc1nnc(-c2ccncc2)n1Cc1ccccc1)NC1CCCCC1	3	0	0	-2	i	0	0	0.3	1	-7
49	CCOCC(=O)Nc1nnc(COc2ccc(Cl)cc2)s1	-1	3	-1	0	i	3	-4	6.3	1	-2
50	COc1ccc(CCNC(=S)Nc2ccc(S(=O)(=O)Nc3ncccn3)cc2)cc1OC	1	0	-1	0	i	-2	-2	-0.6	19	-5
51	COc1ccccc1C(=O)NCCC(=O)Nc1ncccc1C	-1	-2	0	-13	i	6	7	-7.9	5	-9
52	O=C1NC(=O)c2cc(NC(=O)c3cccc4ccccc34)ccc21	2	10	11	12	i	0	-1	-2.8	-4	-2
53	CCCCn1c(=O)[nH]c(=O)c2c1nc(-c1ccsc1)n2Cc1ccccc1	4	-2	0	6	i	-2	-3	-0.7	-8	1
54	COc1ccc(-c2cc(CNS(=O)(=O)c3ccccc3)on2)cc1	·	-2	6	-1	i	2	0	2.1	12	1

Single values from the entries so far.
Value for COc1ccc(-c2nc(NC(=O)c3[nH]c(C)c(C(C)=O)c3C)sc2C)cc1 in SKN-1 block: 2
Value for COc1cc(-c2nnn(CC(=O)N3CCOCC3)n2)cc(OC)c1OC in SKN-1 block: 9
Value for O=C(c1ccc(CSc2ccc(Cl)cc2)o1)N1CCOCC1 in NadD block: 2

This is a random part of the collection. About 3.9% of those tested had a hit in this group.
